Screens as filed in PubChem BioAssay.
LDHA block: blocks human lactate dehydrogenase A; P00338; purified LDHA, NADH/diaphorase-resazurin fluorescence; hits give low values; activity change, % (values are at about 110 or 230 µM); actives 0.15% (n = 480,000); AID 1347041; in the data active = activity change below about -30%;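 note: plate controls were DMSO wells for no effect and wells without enzyme for full effect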
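LDH5 2 nM; NADH 0.06 mM, pyruvate 0.2 mM; 200 mM Tris pH 7.4, EDTA, Tween-20; 5 min RT. Detection: diaphorase 0.133 mg/mL + resazurin 37 µM, fluorescence ex540/em590 at 0 and 20 min; normalized to enzyme-free and DMSO wells.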
Numbers without * were called inactive. An excerpt, so the mix of outcomes need not match the whole.

mol | LDHA block
CCc1nc2ccccc2c(C(=O)OC(C)C(=O)NC(N)=O)c1C (centres undefined) | -4
Cc1ccc(C)c(S(=O)(=O)Nc2nc3ccccc3nc2Nc2ccc3c(c2)OCCO3)c1 | 6
Cc1ccc(C(C=O)C=O)cc1 | 2
O=C(COC(=O)c1cc(=O)c2ccccc2o1)Nc1cccc(Br)c1 | 3
CC(Oc1ccccc1C(N)=O)c1ccccc1Cl (centres undefined) | -2
Cc1ccc(OCn2ccc(C(=O)N3CCN(Cc4ccccc4F)CC3)n2)c(C)c1 | -4
CCC(C)(C)C1CCC(=NNC(=S)Nc2ccccc2C(F)(F)F)CC1 (centres undefined) | 4
O=C(O)c1nn(Cc2ccccc2)c(=O)c2ccccc12 | -32*

Grouped by structure, the entries above containing fluorine (2)
mol | LDHA block
Cc1ccc(OCn2ccc(C(=O)N3CCN(Cc4ccccc4F)CC3)n2)c(C)c1 | -4
CCC(C)(C)C1CCC(=NNC(=S)Nc2ccccc2C(F)(F)F)CC1 (centres undefined) | 4

New compounds follow:
mol | LDHA block
C[C@@H](C(=O)NC1CCN(Cc2ccccc2)CC1)N1Cc2ccccc2C1=O | -4
O=C(COc1ccc2ccccc2c1)Nc1cnc2ccccc2c1 | -33*
C=CCNC(=O)NC(=O)CNc1cc(C(F)(F)F)ccc1NC1CCCCC1 | 1
CCCc1ccc(C(=O)CSc2nc(CN3CCOCC3)nc3ccccc23)cc1 | 0
Cc1oc(-c2nc(C#N)c(NC3CC3)o2)cc1S(=O)(=O)N(C)C | -2
O=C(CSc1ccc(-c2ccccn2)nn1)NCCc1ccccc1 | 15
CC(=O)c1ccc(-n2cccc2)cc1 | 4
NCCCNc1ncnc2ccc(-c3ccc4c(c3)OCO4)cc12 | 2
CCN(CC(=O)NC)S(=O)(=O)c1ccc(C)c2ncccc12 | -2
COc1cc(C(=O)Nc2ccc(C)c(S(=O)(=O)N3CCCCCC3)c2)cc(OC)c1OC | -3
CCC(C)c1ccc(-c2csc(NC(=O)c3cnc4c(c3)c(=O)n(C)c(=O)n4C)n2)cc1 (centres undefined) | 4
CCCN(Cc1nc2cc(Cl)ccc2c(=O)[nH]1)C(=O)c1cc(OC)c(OC)c(OC)c1 | -1
CCCCCCn1cc(CN2CC(N3CCN(C4CCN(C)CC4)CC3)CS2(=O)=O)nn1 (centres undefined) | 1
N#Cc1ccccc1CNc1ccc(F)c(F)c1F | 7
O=C(c1cc(-c2ccco2)nc2ccccc12)N1CCCCCC1 | 2
CC(Sc1ncnc2nc[nH]c12)C(=O)NCc1ccc(Cl)cc1 (centres undefined) | -6
CC1(C)CC(=O)C2=C(C1)NC(=O)CC2c1ccc(Cl)cc1 (centres undefined) | 4
Cc1cc(C)n2nc(SC(C)C(=O)Nc3ccc(Cl)cc3)nc2n1 (centres undefined) | 15
Cc1ccccc1-c1nc2ccc(NC(=O)C3CC3)cc2o1 | -1
Cc1cc(C(=O)NCCc2ccccc2)c2cccc(C)c2n1 | -2
O=C(NCCNC(=O)c1cc(-c2ccncc2)nc2ccccc12)c1ccco1 | -12
N#Cc1ccc(F)c(CSc2nnc(NCc3ccccc3)s2)c1 | 6
COc1ccc2cc(C(=O)NCc3ccco3)[nH]c2c1 | 6
CC(C)CC(NC(=O)OCc1ccccc1)C(=O)NC(C)C(=O)O (centres undefined) | 8
Cc1cc(=O)oc2cc(OCC(=O)Nc3cccc(C(=O)O)c3)ccc12 | 2
Cc1cc(C)n2nc(C(=O)OC(C(=O)c3c[nH]c4ccccc34)c3ccccc3)nc2n1 (centres undefined) | -3
CCCCN(C)S(=O)(=O)c1ccc(C(=O)Nc2ccc(Cl)c3ncsc23)cc1 | -11
Oc1ccc(C2(c3ccc(Br)cc3)CCCCC2)cc1 | 4
Cc1oc(-c2nc(C#N)c(NCc3ccccc3)o2)cc1S(=O)(=O)N1CCCCC1 | -2
COC(=O)c1ccc(NC(=O)c2cc(-c3cc(C)sc3C)nc3onc(C)c23)cc1 | 3
O=C(NC1CCCCC1)c1cc2c(F)cccc2s1 | 0
Cc1cc(C)n(-c2ccccc2)n1 | -7
COc1ccc(C2CCCN2Cc2cc(OC)c(OC)c(OC)c2)cc1 (centres undefined) | 1
Clc1ccc(NC2(c3nnnn3-c3ccccc3)CCCCC2)cc1 | 3
CCC(NC(=O)Nc1ccc(Br)cc1)c1ccc(C(C)C)cc1 (centres undefined) | -1
COc1cc(Cl)c(C)cc1NC(=O)CCOc1cc(C)ccc1C | 8
CCCCn1nnnc1C(c1ccccc1)N1CCc2ccccc2C1 (centres undefined) | 1
COC1=CC(=O)OC(c2cccc(OC)c2)C1 (centres undefined) | -11
CC(C(=O)NC1CCCC1)n1c(-c2ccccn2)nc2ccccc21 (centres undefined) | -2
COC(=O)c1cnc(N(C)C2CCCCC2)c2ccccc12 | 5
Cc1ccc(C2=NN(C(=O)c3ccco3)C(c3ccc4nccnc4c3)C2)cc1 (centres undefined) | -8
CCCn1c(SCC(=O)Nc2ccc(F)cc2)nc(O)cc1=O | 13
CCOC(=O)C1=C(CN(Cc2ccco2)C2CCCC2)NC(=O)NC1c1ccc(C)cc1 (centres undefined) | 12
Cc1cnc2c(S(=O)(=O)NCC3CCOC3)cccc2c1 (centres undefined) | 16
COc1ccc(C(=O)C(C)OC(=O)c2nn(C)c(=O)c3ccccc23)cc1 (centres undefined) | -7
CCOC(=O)C1CCN(C(=O)COc2cc(O)c3c(=O)cc(-c4ccccc4)oc3c2)CC1 | 6
CCN(CC)S(=O)(=O)NCc1ccccc1Cn1cccn1 | 0
CC(C)C(=O)Nc1c(-c2cccc3ccccc23)c(=O)c2ccccc2n1C | -1
COc1cccc(C(=O)Nc2ccc(NS(=O)(=O)c3ccc4c(c3)OCCCO4)cc2)c1 | 14
COc1ccc(C(=O)Oc2ccc(C(=O)c3ccc(OC)cc3)cc2)cc1 | -5
CCOC(=O)[C@]12CCC=C1N(Cc1ccccc1)C(=O)[C@H](CC(=O)NCCCN1CCCC1=O)C2 | 1
CCN(CC)C(CNC(=O)/C=C/c1cccs1)c1ccccc1 (centres undefined) | 3
Cn1c(=O)c2c(ncn2CCC(=O)Nc2ccc(F)c(F)c2)n(C)c1=O | 6
O=C(COc1cccc(F)c1)Nc1cccc2cccnc12 | -4
CC(=O)c1ccc(NC(=O)Cn2cc(C(C)=O)c3ccccc32)cc1 | 7
CCCn1nc(C(=O)NC(C)c2ccco2)c2ccccc2c1=O (centres undefined) | 5

Further compounds
mol | LDHA block
O=C(Nc1c(F)c(F)c(F)c(F)c1F)C12CC3CC(CC(C3)C1)C2 | -6
CC(C)c1ccc(-n2ccnc(NCc3ccc4c(c3)OCO4)c2=O)cc1 | 7
Cc1ccc(-c2c(C#N)c(N)nc3c2CCCC3)cc1 | -6
CCCCc1c(-c2ccccc2Br)ncn1CCc1ccccc1OC | 6
O=C(CC1C(=O)OCCN1Cc1ccccc1)Nc1ccc(Cl)cc1Cl (centres undefined) | 0
O=C(Oc1ccc2c(=O)c(-c3ccc(Br)cc3)coc2c1)c1ccco1 | 8
O=C1NC(C(=O)O)=CC(c2ccc(Br)cc2)N1 (centres undefined) | 5
CCN(Cc1ccccc1)C(=O)CSc1ncnc2ccccc12 | 2
COc1ccc(C(=O)/C(=C\c2ccc(C)o2)c2nc3ccccc3o2)cc1 | 7
O=C(CSC1=Nc2ccccc2C2=NC(c3ccccc3)C(=O)N12)Nc1ccc(F)cc1 (centres undefined) | 18
CC1Sc2ccc(S(=O)(=O)NC3CCN(Cc4ccccc4)CC3)cc2NC1=O (centres undefined) | 7
COc1cc(C2CC(=O)Nc3c2cnn3-c2nc3ccccc3s2)cc(OC)c1O (centres undefined) | 48
COc1ccc(-c2cnc(C)o2)cc1S(=O)(=O)Nc1cccc(Br)c1 | 5
CCc1cccc(NC(=O)c2ccc3c(c2)NC(=O)CS3)c1 | -1
COc1cccc(OC)c1C(=O)NCCNc1nc2cc(C)cc(C)c2cc1C#N | -1
O=C(O)c1cccnc1SCc1cccc(C(F)(F)F)c1 | -4
CCCNc1c(NS(=O)(=O)c2ccccc2Cl)c(=O)oc2ccccc12 | 14
Cc1cc2oc(=O)cc(CN(C)Cc3ccco3)c2cc1C | 1
Cc1ccc(OCc2nn3c(=O)c4ccccc4nc3s2)cc1 | -13
O=C(NC1CC1)c1ccccc1NS(=O)(=O)c1ccc(Cl)cc1C(F)(F)F | -2
Cc1cc(=O)oc2cc(OCC(=O)NCCCn3ccnc3)c(Cl)cc12 | -3
N#Cc1cccc(CNC(=O)c2nccnc2N)c1 | 8
Fc1ccc(-c2csc(/C=C/c3cccc(OCc4ccccc4)c3)n2)cc1 | 5
CCOC(=O)[C@]12CCCC=C1N(Cc1ccc3c(c1)OCO3)C(=O)[C@H](CC(=O)NCc1ccc(C)o1)C2 | 3
CCC(C)NC(=O)COC(=O)c1nn(-c2ccccc2)cc1OC (centres undefined) | -1
CCOc1cc(/C=C/C(=O)OC(C)C(C)=O)cc(Cl)c1OC (centres undefined) | 8
O=C(CCc1cccc(F)c1)NC1CC2CC1C1CCCC21 (centres undefined) | -2
COc1ccc(C(=O)NCCc2sc3nc(-c4ccc(C)cc4)nn3c2C)cc1OC | -1
CCC1CCc2sc(-c3nnc(SCC(=O)NC(C)(C)C)n3C)cc2C1 (centres undefined) | -1
COc1ccc(-c2c(C)c3ccc(OS(=O)(=O)c4ccccc4)cc3oc2=O)cc1OC | -2
O=C(Nc1sc2c(c1C(=O)O)CCCC2)c1cccnc1 | -14
NC(=O)C1CCN(C(=O)C(=O)NCCNC(=O)c2cc3ccccc3[nH]2)CC1 | 2
COc1ccc2c(=O)cc(-c3ccccc3)oc2c1 | 5
N#Cc1cc(Cl)ccc1OCc1ccccc1 | -21
O=C(CC1CCCCC1)Nc1ccc2c(c1)-c1ccccc1C2 | 0
CNC(=O)CCNC(=O)c1cc(-c2ccc(OC)cc2)nc2ccccc12 | -4
Cc1ccc(NCc2cc3ccc(C)cc3[nH]c2=O)c(C)c1 | 2
CC(C)C1Cc2[nH][nH]c(=O)c2C(c2ccc(Cl)cc2)O1 (centres undefined) | 2
C/C(=N\NC(=O)C1CC1c1ccc(C(C)(C)C)cc1)c1ccc(Cl)cc1 (centres undefined) | 11
CCCc1nnc(NC(=O)c2cc(-c3ccccc3)on2)s1 | -4
Cc1cccc(C)c1NC(=O)NC(=O)c1ccc(Cl)cc1 | -1
CSc1nnc2c(n1)OC(c1ccc3c(c1)OCO3)N(C(C)=O)c1ccc(Br)cc1-2 (centres undefined) | 12
CS(=O)(=O)Oc1ccc2c(=O)c(-c3ccc(Cl)cc3)c(C(F)(F)F)oc2c1 | -18
COc1ccc(-c2ocnc2C(=O)Nc2ccc(C(C)C)cc2)cc1OC | -1
Cc1occc1-c1nnc(SCC(=O)c2cc(C)n(C3CC3)c2C)n1C | 3
O=C(NCCNC(=O)c1ccccc1Nc1ccccc1)c1ccccc1Nc1ccccc1 | 4
Cc1nc(-c2ccc(S(=O)(=O)Nc3cccc(C#N)c3)cc2)co1 | -5
COc1ccc(S(=O)(=O)N2CCC(C)CC2)c2cccnc12 | 2

Arranged by SMILES length (descending): part of the list above.
mol | LDHA block
CSc1nnc2c(n1)OC(c1ccc3c(c1)OCO3)N(C(C)=O)c1ccc(Br)cc1-2 (centres undefined) | 12
CS(=O)(=O)Oc1ccc2c(=O)c(-c3ccc(Cl)cc3)c(C(F)(F)F)oc2c1 | -18
O=C(NCCNC(=O)c1ccccc1Nc1ccccc1)c1ccccc1Nc1ccccc1 | 4
Cc1occc1-c1nnc(SCC(=O)c2cc(C)n(C3CC3)c2C)n1C | 3
COc1ccc(-c2ocnc2C(=O)Nc2ccc(C(C)C)cc2)cc1OC | -1

Following part:
mol | LDHA block
CN1CCN(c2ccc(NC(=O)COc3ccc(Br)cc3Br)cn2)CC1 | -3
O=C(NCCN1CCC(n2c(=O)[nH]c3ccccc32)CC1)c1ccc(Cl)cc1 | -2
CC(C)Cn1c2c(c(=O)[nH]c1=O)C(c1ccc(F)cc1)C1=C(COC1=O)N2 (centres undefined) | -1
CCOC(=O)c1ccc(N2C(=O)[C@@H]3C(Cc4ccc(O)cc4)NC4(C(=O)Nc5ccc(F)cc54)[C@@H]3C2=O)cc1 (some centres undefined) | 3
CC(C)NC(=O)CSc1nnc(-c2cccnc2)n1C | 8
CNC1C2CC3CC(C2)CC1C3 (centres undefined) | 6
COc1ccc(C2=CC(c3ccc(OC)cc3)n3nnnc3N2)cc1 (centres undefined) | -16
CC1(C)CC(NC(=O)CCNC(=O)N2CCN(C(=O)c3cc4ccccc4[nH]3)CC2)CC(C)(C)N1 | -8
Cc1cc(C)cc(C(=O)NCC(=O)N2CCCC2c2ccc(F)cc2)c1 (centres undefined) | 2
COc1ccc(-n2cc3c(c2-c2ccccc2F)c(=O)n(C)c(=O)n3C)cc1 | 9
Cc1c(CC(=O)Nc2ccc3c(c2)OCO3)c(=O)oc2c(C)c(O)ccc12 | 13
CCCCC(=O)Nc1ccc(OCC)c2ncccc12 | 44
CN(C(=O)COc1ccc2c(-c3ccccc3)cc(=O)oc2c1)C1(C#N)CCCCC1 | 8
C=CCNC(=O)CSCc1coc(-c2ccc(Cl)cc2)n1 | -8
CCOc1cc(CN(CC(=O)NC2CCCCC2)C2CC2)ccc1OC(F)F | 7
COc1ccc(C2Nc3c(C)cc(C)cc3-c3cc(C)nn32)cc1O (centres undefined) | 3
Cc1ccc(NC(=S)Nc2ccc(S(=O)(=O)Nc3ccccc3)cc2)cc1 | 8
CCN(CC)S(=O)(=O)c1ccc(N2CCCC2)c(NC(=O)Cc2ccccc2C)c1 | 2
O=C(COc1cccc(F)c1)NCCc1nnc2ccccn12 | -7
CCOc1ccc(-c2cc(C(=O)O)c3cc(C)ccc3n2)c(OCC)c1 | 3
